MBNL1-CUG inh = inhibitors of human MBNL1 binding to CUG repeat RNA. TR-FRET MBNL1-His/biotin-(CUG)12 binding, 665/545 ratio. Potency, µM (titrated, usually from 57.5 µM), for the others: at the top dose activity change, negative = inhibition, most hits filed as inhibitors. hit rate 0.036% among 280,000. Q9NR56. AID 2675; active means well fitted inhibition curve with a large enough effect in the signal ratio, with a control signal flat, not every such curve was filed as active; inconclusive means small, poorly fitted or top-dose-only effect, or effect the other way, or a change in a side signal; inactive means no such curve, though single readings can be large or run the other way; the % refers to the signal ratio; further: potency means the concentration at half of the fitted maximal effect; on the % scale 0 is the no-effect control and ±100 the full control effect
Target sequence (Q9NR56 whole entry, looked up): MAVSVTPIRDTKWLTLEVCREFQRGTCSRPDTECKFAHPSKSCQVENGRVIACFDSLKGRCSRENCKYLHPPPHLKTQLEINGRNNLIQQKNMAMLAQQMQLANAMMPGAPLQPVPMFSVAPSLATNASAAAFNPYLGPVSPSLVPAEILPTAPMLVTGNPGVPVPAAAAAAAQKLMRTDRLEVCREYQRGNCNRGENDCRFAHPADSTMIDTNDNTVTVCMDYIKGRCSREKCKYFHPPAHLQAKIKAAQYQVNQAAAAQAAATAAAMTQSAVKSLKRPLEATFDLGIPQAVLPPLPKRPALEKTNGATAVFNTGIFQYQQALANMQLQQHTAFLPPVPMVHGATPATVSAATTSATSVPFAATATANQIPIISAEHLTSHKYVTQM
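TR-FRET between His-tagged MBNL1 and biotin-(CUG)12 RNA, detected with Tb anti-His antibody (0.055 ng/ul) and streptavidin-XL665 (5 nM), 60 min at room temperature. Compounds titrated 92 nM to 58 uM; 665/545 nm ratio normalized to buffer and complex controls.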
BCR signal inh = blocks chronic active B-cell receptor signaling; ABC-DLBCL IkBa-CBG/CBR reporter, luminescence ratio, 4 h; hit rate 0.05% among 340,000; Potency, µM (titrated, usually from 46.1 µM), without a hit: at the highest dose ratio change, negative = lower green/red ratio, hits mostly inhibitors; AID 493014; active means well fitted inhibition curve with a large enough effect in the signal ratio, with a control signal flat, not every such curve was filed as active; inconclusive means small, poorly fitted or top-dose-only effect, or effect the other way, or a change in a side signal; the % refers to the signal ratio;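 further: potency means the concentration at half of the fitted maximal effect; plate controls were basal doxycycline-induced cells for no effect and cells given 10 µM MG132 for full effect; MG132 reads +100%, hits lower the ratio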
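Concentration-response series (up to 46 uM) were applied to TMD8 dual-reporter cells for 4 h at 37C with doxycycline. Green/red ratio, after filter-overlap correction, defined %Activity; red signal alone was normalised to basal cells and zero luminescence.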
Menin MLL FP TR = inhibitors of human menin-MLL interaction, mutant MLL peptide; O00255; Menin + Texas Red MLL mutant peptide, fluorescence polarization; Potency, µM (series often up to 61.6 µM), inactives show at the top dose FP activity change, negative = inhibition, usual class: inhibitors; hit rate 0.23% among 270,000; AID 1768; active means well fitted inhibition curve with a large enough effect in the polarisation, with a control signal flat, not every such curve was filed as active; inconclusive means small, poorly fitted or top-dose-only effect, or effect the other way, or a change in a side signal; inactive means no such curve, though single readings can be large or run the other way; the % refers to the polarisation; further: potency means the concentration at half of the fitted maximal effect; % of control where 0% means no effect; many of its hits are not listed in these tables
KCNH2 WT inh = blocks the wildtype human KCNH2 potassium channel | hit rate 0.37% among 340,000 | activity change, % at 1.84 µM | U2OS, BacMam KCNH2, thallium flux FluxOr; hits give low values | Q12809 | AID 720551;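 active means maximum activity change below -70%; inconclusive means maximum activity change between -70% and -50%; inactive means maximum activity change above -50%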; further: on the % scale 0 is the no-effect control and ±100 the full control effect
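U2OS cells were transduced with wild-type KCNH2 virus (2.03 x 10^8 / mL) for 4 h at room temperature, then cultured overnight at 37 C. Thallium flux was read with FluxOr dye. Rate constants were normalized to DMSO controls.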
PKM2 act = PKM2 (human) enzyme activation; P14618; purified PKM2, Kinase-Glo ATP luminescence, activation; response scale: 0% is enzyme alone, no compound; Potency, µM (top dose mostly 57.5 µM), without a hit: at the highest dose activation, usual class: activators; hit rate 0.34% among 260,000; AID 1631; further: potency means the concentration at half of the fitted maximal effect; on the % scale 0 is the no-effect control and ±100 the full control effect; nearly all actives have a fitted effect of over 55% in size
Target sequence (P14618 whole entry, looked up): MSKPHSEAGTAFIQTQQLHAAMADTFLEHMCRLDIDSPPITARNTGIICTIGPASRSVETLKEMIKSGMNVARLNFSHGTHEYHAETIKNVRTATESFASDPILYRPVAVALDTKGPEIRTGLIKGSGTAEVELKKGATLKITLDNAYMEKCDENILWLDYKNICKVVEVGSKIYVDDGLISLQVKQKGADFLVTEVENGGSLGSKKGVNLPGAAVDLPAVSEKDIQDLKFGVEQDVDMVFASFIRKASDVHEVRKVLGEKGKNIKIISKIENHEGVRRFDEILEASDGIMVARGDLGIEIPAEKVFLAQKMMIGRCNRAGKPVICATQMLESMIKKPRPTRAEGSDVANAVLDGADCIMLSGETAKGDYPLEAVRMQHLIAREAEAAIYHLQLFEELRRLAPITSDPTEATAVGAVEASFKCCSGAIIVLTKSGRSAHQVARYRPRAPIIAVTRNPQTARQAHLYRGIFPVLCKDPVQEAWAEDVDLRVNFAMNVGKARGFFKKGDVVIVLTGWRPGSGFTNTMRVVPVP
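ATP formation by purified human PK-M2, quantified via coupled luciferase luminescence after 1 h at room temperature with 0.1 mM ADP and 0.5 mM PEP final.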
S-ASM inh = blocks human secretory acid sphingomyelinase | placental ASM, HMU-PC fluorogenic substrate, 60 min | Potency, µM (highest dose often 57.5 µM), without a hit: at the highest dose activity change, negative = inhibition, hits mostly inhibitors | hit rate 0.006% among 340,000 | AID 504937; further: potency means the concentration at half of the fitted maximal effect
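Fluorescence read-out (Ex 386 nm, Em 447 nm) after stopping the reaction at pH 10. Enzyme: ASM from human placenta; substrate HMU-PC0, 9 uM final; 60 min, 37 °C. Compound preincubation 10 min, ambient temperature.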
An asterisk follows results filed as active; ? = inconclusive; . = no result given; & = joins results of further samples; [ ] = remark or other dose. Unless noted, the call rests on the fitted dose curve; in most records, active means well fitted curve in the direction sought with a large enough effect; inconclusive means small, poorly fitted or top-dose-only effect, or another doubt; inactive means no such curve, though single readings can be large; an effect the other way counts as inactive or inconclusive.

Results follow in this order: Menin MLL FP TR, S-ASM inh, BCR signal inh, MBNL1-CUG inh, PKM2 act, KCNH2 WT inh
- ClC1=C(Cl)C2(Cl)C(CBr)CC1(Cl)C2(Cl)Cl (stereo unspecified)
    -13.9%, ., ., ., ., .
- CCC(=O)OC1CCC2C3CCC4=CC(=O)CC[C@@]4(C)C3CC[C@]12C (stereo partly specified)
    -3.7%, ., ., ., ., .
- C=CC[N+]1(C)CCC23c4c5ccc(O)c4O[C@H]2C(=O)CC[C@@]3(O)C1C5 (stereo partly specified)
    3.9%, ., ., ., ., .
- Oc1ccc2c3c1O[C@H]1c4[nH]c5c(c4C[C@@]4(O)[C@@H](C2)N(CC2CC2)CC[C@]314)C[C@]1(O)[C@H]2Cc3ccc(O)c4c3[C@@]1(CCN2CC1CC1)[C@@H]5O4
    5.4%[24.8 µM], ., ., ., ., .
- CN1CCCC2(CCN(C(=O)c3ccncc3)CC2)C1
    11.6%, ., ., ., ., .
- O=C1C(I)=CC(=C(c2cc(I)c(O)c(I)c2)c2ccccc2C(=O)O)C=C1I
    ?, ., ., ., ., .
- CCCCCCCCCCCC[N+](C)(C)CCOc1ccccc1
    -15.4%, ., ., ., ., .
- C=C[C@@H]1CN2CC[C@H]1C[C@H]2[C@H](O)c1ccnc2ccccc12
    -3.7%, ., ., ., ., .
- CN1CCCC2(CCN(C(=O)Oc3ccccc3)CC2)C1
    4.8%, ., ., ., ., .
- COC(=O)[C@@H]1C[C@@]2(O)[C@H](O)[C@H](O)[C@H](O)C[C@H]2N1Cc1cccnc1
    3.5%, ., ., ., 7.7%, .
- CNC(=O)[C@H]1C[C@@H]1[C@H](NP(=O)(c1ccccc1)c1ccccc1)c1ccccc1
    8.4%, ., ., ., -2.5%, .
- Cc1cccc(NC(=O)N[C@@H]2N=C(c3ccccc3)c3ccccc3N(CC(=O)c3ccccc3C)C2=O)c1
    -18.3%, ., ., ., -12.0%, .
- CCC/C=C(\CCC)C(NP(=O)(c1ccccc1)c1ccccc1)c1ccccc1 (stereo unspecified)
    ?, ., ., ., -0.3%, .
- CCCN1[C@H](C(=O)OC)C[C@@H]2CC[C@@H](O)C[C@@H]21
    -2.0%, ., ., ., 0.4%, .
- CC1N(P(=O)(c2ccccc2)c2ccccc2)CC(O)(c2ccccc2)CC12CC2 (stereo unspecified)
    -9.1%, ., ., ., 6.0%, .
- O=C1NO[C@@H]2CN[C@@H](C(=O)O)[C@H]12
    8.7%, ., ., ., -2.3%, .
- Cc1[nH]cnc1CCN
    -0.6%, ., ., ., 2.6%, .
- N#CC(C#N)=Cc1ccc([N+](=O)[O-])c(O)c1
    -3.0%&20.4%, ., ., ?, ., .
- N#CC(=Cc1ccc(O)c(O)c1)C(N)=S
    10.8%, ., ., ?, ., .
- CCC(CO)NC(=O)[C@@H]1C=C2c3cccc4[nH]cc(c34)C[C@H]2N(C)C1 (stereo partly specified)
    -17.4%, ., ., ?, ., .
- O=c1c2ccccc2nc(/C=C/c2ccccc2)n1-c1ccccc1F
    ., ., ?, ., ., .
- CCOc1ccc2nc(NC(=O)c3cccn(Cc4ccc(C)cc4)c3=O)sc2c1
    ., ., 2.2%, ., ., .
- Cc1cccc(CN2C(=O)CN=C(c3ccccc3)c3cc(Cl)ccc32)c1
    ., ., -0.4%, ., ., .
- COc1cccc(NC(=O)C2CCN(c3nnc(C)c4c(C)n(-c5ccccc5)nc34)CC2)c1
    ., ., ?, ., ., .
- CCn1c(CN2CCN(C)CC2)nc2ccccc21
    ., ., -8.0%, ., ., .
- Cc1ccc(-n2c(/C=C/c3cc(Br)cs3)nc3ccccc3c2=O)cc1C
    ., ., 8.2%, ., ., .
- Cc1ccc(C(=O)Nc2ccccc2)cc1S(=O)(=O)N1CCCC1
    ., ., 0.4%, ., ., .
- CSCCC(NS(=O)(=O)c1ccc2c(c1)oc(=O)n2C)C(=O)NCc1ccc(Cl)cc1 (stereo unspecified)
    ., ., ?, ., ., .
- COc1cccc(/C=C/c2nc3ccccc3c(=O)n2-c2ccc(Cl)cc2)c1OC
    ., ., 0.0%, ., ., .
- Cc1ccc(-n2c(/C=C\c3ccc(F)c(F)c3)nc3ccccc3c2=O)c(C)c1
    ., ., -8.8%, ., ., .
- Cc1cccc(Cn2cccc(C(=O)Nc3ccc(F)cc3F)c2=O)c1
    ., ., 5.1%, ., ., .
- Cc1ccc(-n2c(/C=C\c3ccc(F)cc3)nc3ccccc3c2=O)cc1Cl
    ., ., -2.2%, ., ., .
- CCSc1nc2n(n1)C(c1ccc(Cl)cc1Cl)C(C(=O)Nc1ccccc1C)=C(C)N2 (stereo unspecified)
    ., ., ?, ., ., .
- COc1ccc(S(=O)(=O)N(CC(=O)NCc2ccccc2OC)c2ccc(C)cc2)cc1
    ., ., ?, ., ., .
- N#Cc1cc([N+](=O)[O-])ccc1NC(=O)c1cccn(Cc2cccc(F)c2)c1=O
    ., ., -12.4%, ., ., .
- O=c1c2ccccc2nc(/C=C/c2cccc3ccccc23)n1-c1ccc(Cl)cc1
    ., ., 3.7%, ., ., .
- CSc1ccc(/C=C/c2nc3ccccc3c(=O)n2-c2cccc(Cl)c2C)cc1
    ., ., ?, ., ., .
- COC(=O)C1=C(c2cccc(OC)c2OC)C[C@@H]2CC[C@H]1N2C(=O)N1CCCCC1
    ., 3.6%, ., ., ., .
- C[C@H](CO)N1C[C@H](C)[C@H](CN(C)C(=O)Oc2ccccc2)OCc2cnnn2CCCC1=O
    ., ., ., ., ., -9.9
- O=C1CCC2(O)C3Cc4ccc(O)c5c4C2(CCN3Cc2ccoc2)C1O5 (stereo unspecified)
    ., ., ., ., ., -6.1
- O=C(NCC1=C(c2cccc3ccccc23)C[C@@H]2CC[C@H]1N2Cc1ccco1)c1cccs1
    ., ., ., ., ., ?
- COc1cc(C(=O)N2Cc3ccccc3-n3nncc3C2)cc(OC)c1OC
    ., ., ., ., ., 8.9
- COC(=O)C1=C(c2ccc(OCc3ccccc3)cc2)C[C@@H]2CC[C@H]1N2C(=O)NCc1ccccc1OC
    ., ., ., ., ., -7.1
- Cc1cc(C(=O)OC(C)C(=O)Nc2ccccc2)c(C)n1C1CC1 (stereo unspecified)
    ., ., ., ., ., -16.3
- CCN1/C(=C/C=C/C2=[N+](CC)c3ccccc3C2(C)C)C(C)(C)c2ccccc21
    ., ., ., ., ., -130.6*
- C[C@@H]1CN([C@H](C)CO)C(=O)CCCn2nncc2CO[C@@H]1CN(C)C(=O)Oc1ccc2ccccc2c1
    ., ., ., ., ., -15.3
- O=C1NC(=O)C(C2CCOC2=O)N1 (stereo unspecified)
    ., ., ., ., ., -8.8
- COC(=O)C1=C(c2ccc(OCc3ccccc3)cc2)C[C@@H]2CC[C@H]1N2C(=O)NCc1ccc(OC)cc1
    ., ., ., ., ., 1.7
- COc1ccc(NC(=S)N2Cc3ccccc3-n3nncc3C2)c(OC)c1
    ., ., ., ., ., -14.2
- COc1ccc(OC(=O)N(C)C[C@@H]2OCc3cnnn3CCCC(=O)N([C@H](C)CO)C[C@@H]2C)cc1
    ., ., ., ., ., -2.1
- COc1ccc(OC(=O)N(C)C[C@@H]2OCc3cnnn3CCCC(=O)N([C@@H](C)CO)C[C@H]2C)cc1
    ., ., ., ., ., -1.7
- COC(=O)C1=C(c2ccc(OCc3ccccc3)cc2)C[C@@H]2CC[C@H]1N2C(=O)NCc1ccc2c(c1)OCO2
    ., ., ., ., ., -0.1
- Cc1ncoc1C(=O)NCC1=C(c2ccc(S(C)(=O)=O)cc2)C[C@@H]2CC[C@H]1N2CCOc1ccccc1
    ., ., ., ., ., -46.0
- COC(=O)C1=C(c2ccc(OCc3ccccc3)cc2)C[C@@H]2CC[C@H]1N2C(=O)NCc1ccccc1C(F)(F)F
    ., ., ., ., ., 18.6
- O=C(NCC1=C(c2ccc3ccccc3c2)C[C@@H]2CC[C@H]1N2Cc1ccco1)c1cccs1
    ., ., ., ., ., -2.6
- CC(=O)C1CCC2C3CCC4CC(O)CCC4(C)C3CCC12C#N (stereo unspecified)
    ., ., ., ., ., -14.6
- NC(Cc1ccccc1Cl)c1nn[nH]n1 (stereo unspecified)
    ., ., ., ., ., -5.6
- C[C@@H]1CN([C@H](C)CO)C(=O)CCCn2cc(nn2)CO[C@H]1CN(C)C(=O)Oc1ccc2ccccc2c1
    ., ., ., ., ., -21.8
- Cc1ncoc1C(=O)NCC1=C(c2cccc3ccccc23)C[C@@H]2CC[C@H]1N2Cc1ccco1
    ., ., ., ., ., 8.5
- Clc1cccc(NC2=NCCS2)c1
    ., ., ., ., ., 10.6

Next entries follow:
Results follow in this order: Menin MLL FP TR, S-ASM inh, BCR signal inh, MBNL1-CUG inh, PKM2 act, KCNH2 WT inh
- CC=CC(C)=CC(C)C(=O)CC(O)CC1CC(=O)NC(=O)C1 (stereo unspecified)
    ., ., ., ., ., 3.2
- O=S(=O)(c1ccccc1)N1Cc2ccccc2-n2nncc2C1
    ., ., ., ., ., 10.2
- c1ccc(-c2ccc(CN3Cc4ccccc4-n4nncc4C3)cc2)cc1
    ., ., ., ., ., -29.4
- NC1CC2CCCCC2CC1(O)c1ccccc1 (stereo unspecified)
    ., ., ., ., ., -5.6
- CS(=O)(=O)c1ccc(C2=C(CNC(=O)c3nccs3)[C@H]3CC[C@@H](C2)N3Cc2ccccc2)cc1
    ., ., ., ., ., -40.8
- O=[N+]([O-])c1ccc(N2CCOCC2)c2c1no[n+]2[O-]
    ., ., ., ., ., -6.5
- COc1ccc(C(=O)CC(c2ccc3c(c2)OCO3)c2c(O)c3ccccc3oc2=O)cc1OC (stereo unspecified)
    ., ., ., ., ., 4.2
- CCNC(=O)N1Cc2ccccc2-n2nncc2C1
    ., ., ., ., ., -3.7
- O=C(Nc1ccc(F)cc1)N1Cc2ccccc2-n2nncc2C1
    ., ., ., ., ., 0.7
- COC(=O)C1=C(c2ccc(OCc3ccccc3)cc2)C[C@@H]2CC[C@H]1N2C(=O)NCc1ccc(C(C)(C)C)cc1
    ., ., ., ., ., -4.4
- Cc1nn(CC(C)C)c(Cl)c1C(=O)NC1CCCC1
    ., ., ., ., ., -3.9
- CCCCOC1OCN(C2CCCCC2)CC1(C)C (stereo unspecified)
    ., ., ., ., ., -8.3
- CC(C)N=C(NC(C)C)N1CC1
    ., ., ., ., ., -5.0
- COC(=O)C1=C(c2ccc(OCc3ccccc3)cc2)C[C@@H]2CC[C@H]1N2C(=O)NCCc1ccc(F)cc1
    ., ., ., ., ., 8.1
- COc1ccc(CCNC2(C#N)CCCCC2)cc1OC
    ., ., ., ., ., 2.4
- COC(=O)c1cn(Cc2ccc(F)cc2)c2ccccc12
    ., ., ., ., ., -9.7
- Cc1nc2ccccc2c(=O)n1-c1c(Cl)cccc1Cl
    ., ., ., ., ., 5.5

Not all compounds are listed; the hit share may differ from the screen's.
